MBNL1 CUG block: blocks human MBNL1 binding to CUG repeat RNA. Potency, µM (highest dose often 57.5 µM), for inactives: at the top dose activity change, negative = inhibition, actives largely listed as inhibitors. TR-FRET MBNL1-His/biotin-(CUG)12 binding, 665/545 ratio. Q9NR56. 280,000 compounds, 0.036% hits. AID 2675; active means well fitted inhibition curve with a large enough effect in the signal ratio, with a control signal flat, not every such curve was filed as active; inconclusive means small, poorly fitted or top-dose-only effect, or effect the other way, or a change in a side signal; inactive means no such curve, though single readings can be large or run the other way; the % refers to the signal ratio; further: on the % scale 0 is the no-effect control and ±100 the full control effect
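MBNL1-His + Biotin-(CUG)12, cpd titration 92 nM–58 uM; Tb anti-His Ab 0.055 ng/ul, SA-XL665 5 nM (final); 60 min RT; ratiometric 665/545 nm, Ex 340 nm; normalized to buffer and full-complex controls.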
ELG1 genotox: inducers of genotoxicity in HEK293T ELG1-luciferase cells | HEK293T ELG1-luciferase reporter, luminescence, 16 h | Potency, µM (highest dose often 46 µM), for inactives: at the highest dose activity change, positive = activation, usual class: activators | 330,000 compounds, 1.3% hits | AID 504466; further: % of control where 0% means no effect; nearly all actives have a fitted effect of over 60% in size
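Genotoxicity was scored as increased ELG1-luciferase reporter signal, measured by ONE-Glo luminescence (30 min, room temperature). Compound or vehicle exposure of the HEK293T reporter cells lasted 16 hr at 37°C.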
Rab9 prom act: activates the Rab9 promoter; 320,000 compounds, 2.8% hits; Potency, µM (doses to about 9.22 µM), without a hit: at the highest dose activation, negative = inhibition, actives largely listed as activators; Huh7 Rab9 promoter-luciferase reporter, luminescence, 24 h; further: % of control where 0% means no effect; nearly all actives have a fitted effect of over 60% in size
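Rab9 promoter-driven luciferase in stably transfected Huh7 cells; 1500 cells/well rested 2 h, exposed to compound in DMSO for 24 h at 37 °C, 5% CO2. Luminescence read 10 min after adding luciferase reagent at ambient temperature.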
p53 reactivation: mutant p53 re-activation in reporter cells; H1299 p53-A138V BP100-luciferase reporter, luminescence, 24 h; Potency, µM (series often up to 92.2 µM), for the others: top-dose activity change, positive = activation, usual class: activators; 320,000 compounds, 0.063% hits; further: % of control where 0% means no effect; nearly all actives have a fitted effect of over 45% in size
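p53-null H1299 cells stably carrying temperature-sensitive p53-A138V and a BP100-luciferase reporter were pinned with compounds (4-point, 1:5 series) and held 24 hrs at 37 deg C. Luminescence was read 10 min after detection reagent.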
NPC1 prom act: NPC1 promoter activation; Huh7 NPC1 promoter luciferase reporter, 24 h; Potency, µM (doses to about 9.22 µM), for the others: at the top dose activation, hits mostly activators; 320,000 compounds, 2.4% hits;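 further: % of control where 0% means no effect; nearly all actives have a fitted effect of over 60% in size; reporter is driven by a mutant NPC1 promoter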
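Quantitative HTS used a cell-based reporter: Huh7 cells stably bearing the NPC1 promoter upstream of luciferase were treated with compounds for 24 h, and promoter activation was read as luminescence.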
BRCA1 expr up: increases BRCA1 expression. Potency, µM (top dose mostly 46.1 µM), for inactives: at the highest dose activation, most hits filed as activators. AID 624202. MCF7-BRCA1-FFLuc reporter, luminescence, 48 h; response scale: scaled: vehicle 0%, 10 µM genistein 100%. 380,000 compounds, 1.1% hits; further: nearly all actives have a fitted effect of over 80% in size; some results filed as inactive show a strong effect at the top dose
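Reporter cells (MCF7, BRCA1 promoter-firefly luciferase) received library compounds across a concentration series for 48 h. End-point luminescence was measured and concentration-effect curves derived after normalization.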
VP16 counter: inhibits Gal4-VP16 luciferase reporter, ROR gamma counter-screen; 310,000 compounds, 3.5% hits; Potency, µM (doses to about 53.6 µM), inactives show top-dose activity, negative = inhibition, usual class: inhibitors; Drosophila S2 Gal4-VP16 UAS-luciferase, luminescence, 20 h; AID 2546;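 further: Gal4-VP16 expression switched on by copper sulfate through the metallothionein promoter; on the % scale 0 is the no-effect control and ±100 the full control effect; nearly all actives have a fitted effect of over 50% in size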
RORgamma inh: ROR gamma (mouse) transcription inhibition; P51450; Drosophila S2 Gal4-RORgamma UAS-luciferase reporter, 20 h; Potency, µM (top dose mostly 53.6 µM), inactives show at the highest dose activity change, negative = inhibition, hits mostly inhibitors; 310,000 compounds, 5.4% hits; AID 2551; further: on the % scale 0 is the no-effect control and ±100 the full control effect; nearly all actives have a fitted effect of over 60% in size
Target sequence (P51450 whole entry, looked up, the tested form may be a part): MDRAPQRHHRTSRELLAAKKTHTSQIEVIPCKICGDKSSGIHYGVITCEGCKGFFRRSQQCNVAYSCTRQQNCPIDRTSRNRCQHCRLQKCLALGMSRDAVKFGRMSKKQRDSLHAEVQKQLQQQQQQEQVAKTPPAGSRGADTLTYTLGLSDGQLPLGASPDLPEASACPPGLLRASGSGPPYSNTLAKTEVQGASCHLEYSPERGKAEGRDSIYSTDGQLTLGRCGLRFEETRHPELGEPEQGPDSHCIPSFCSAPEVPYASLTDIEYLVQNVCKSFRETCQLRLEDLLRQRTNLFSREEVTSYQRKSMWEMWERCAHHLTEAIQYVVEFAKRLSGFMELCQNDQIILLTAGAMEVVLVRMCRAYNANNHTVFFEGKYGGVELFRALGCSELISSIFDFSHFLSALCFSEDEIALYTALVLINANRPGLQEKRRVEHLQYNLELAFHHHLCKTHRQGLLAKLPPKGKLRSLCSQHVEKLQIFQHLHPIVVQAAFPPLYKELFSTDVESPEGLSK
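In this cell-based reporter format, copper sulfate (700 uM final) drives Gal4–ROR gamma fusion expression from a metallothionein promoter in Drosophila Schneider cells; compounds preincubated 1 hr, reporter read after 20 hr at ambient temperature.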
uPA surface inh: blocks generation of uPA at the cell surface | 330,000 compounds, 0.31% hits | AID 540303 | cell surface uPA generation assay, qHTS | Potency, µM (top dose mostly 38.3 µM), without a hit: at the highest dose activity change, negative = inhibition, hits mostly inhibitors; active means well fitted inhibition curve with a large enough effect; inconclusive means small, poorly fitted or top-dose-only effect; inactive means no such curve, though single readings can be large or run the other way; tested in mouse RAW 264.7 cells; further: on the % scale 0 is the no-effect control and ±100 the full control effect; nearly all actives have a fitted effect of over 55% in size
FLuc counter: firefly luciferase modulation, counter-screen for miR-21 project | P08659 | AID 588342 | Potency, µM (titrated, usually from 57.5 µM), for the others: top-dose activity change, negative = inhibition, hits mostly inhibitors | 360,000 compounds, 6.9% hits | purified FLuc, Km substrates, luminescence inhibition;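 further: plate controls were vehicle for no effect and reference inhibitor for full effect; nearly all actives have a fitted effect of over 55% in size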
Target sequence (P08659 whole entry, looked up): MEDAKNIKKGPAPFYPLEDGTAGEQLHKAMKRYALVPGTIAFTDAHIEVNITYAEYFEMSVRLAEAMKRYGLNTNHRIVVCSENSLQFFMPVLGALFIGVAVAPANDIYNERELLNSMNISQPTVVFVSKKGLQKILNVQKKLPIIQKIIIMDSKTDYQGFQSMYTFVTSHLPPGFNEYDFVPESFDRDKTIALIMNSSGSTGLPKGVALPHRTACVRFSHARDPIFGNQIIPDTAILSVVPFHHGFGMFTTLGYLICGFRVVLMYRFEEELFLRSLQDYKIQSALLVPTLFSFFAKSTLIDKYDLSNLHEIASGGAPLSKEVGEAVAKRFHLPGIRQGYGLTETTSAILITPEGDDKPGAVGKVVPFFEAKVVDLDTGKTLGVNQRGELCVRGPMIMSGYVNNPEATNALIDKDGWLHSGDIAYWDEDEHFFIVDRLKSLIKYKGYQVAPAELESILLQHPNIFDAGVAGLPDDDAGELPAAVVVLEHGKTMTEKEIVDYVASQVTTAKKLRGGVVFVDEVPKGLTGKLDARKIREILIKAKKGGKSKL
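Biochemical qHTS of compounds, final roughly 60 µM downward over six points, against 10 nM purified firefly luciferase using Km concentrations of substrates (10 uM D-luciferin, 10 uM ATP) in Tris acetate pH 7.5 buffer; luminescence output.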
* = called active by the depositor; ? = inconclusive; · = not tested or not shown; & = joins results of further samples; [ ] = dose if it differs, or a comment. Unless noted, the call rests on the fitted dose curve; in most records, active means well fitted curve in the direction sought with a large enough effect; inconclusive means small, poorly fitted or top-dose-only effect, or another doubt; inactive means no such curve, though single readings can be large; an effect the other way counts as inactive or inconclusive. Potency means the concentration at half of the fitted maximal effect.

SMILES	MBNL1 CUG block	ELG1 genotox	Rab9 prom act	p53 reactivation	NPC1 prom act	BRCA1 expr up	VP16 counter	RORgamma inh	uPA surface inh	FLuc counter
CCOc1ccccc1NS(=O)(=O)c1ccc(-n2cccn2)cc1	3%	-4%	2%	13%	-2%	-5%	3%	0%	7%	1%
CC1CC(C)(C)CC2(C1)NC(=O)N(CC(=O)N1CCN(Cc3ccc(C#N)cc3)CC1)C2=O (stereo unspecified)	·	-2%	-38%[inhibitor]	-6%	-26%	-41%	·	·	?	0%
CCOC(=O)c1c(-c2cccc(C)c2)csc1NC(=O)c1c(-c2ccccc2)noc1C	4%	0%	21%	6%	-2%	-2%	-10%	-5%	-13%	-8%
CC(=O)NC(Cc1c[nH]c2ccccc12)C(=O)O (stereo unspecified)	-1%	-2%	-3%	-7%	-5%	1%	-5%	3%	-6%	5%
Cc1cc(C)cc(N(CC(=O)N2CCOCC2)S(=O)(=O)c2ccccc2)c1	-8%	1%	-1%	-14%	0%	-9%	8%	-18%	2%	5%
O=S(=O)(NC1CC1)c1ccc(S(=O)(=O)N(Cc2ccccn2)C2CC2)cc1	-4%	-1%	0%	11%	2%	4%	3%	23%	-13%	6%
CSc1nc(Cl)cc(Nc2ccccc2N)n1	·	-7%	3%	1%	-10%	-24%	-10%	28%	-8%	3%
CC(Sc1nc2cc(Cl)ccc2s1)C(=O)Nc1cccc(S(=O)(=O)N2CCOCC2)c1 (stereo unspecified)	?	-7%	12%	-7%	6%	-14%	-3%	?	-9%	-2%
CCOC(=O)CNC(=O)CSc1nnc(Cn2cnc3ccccc32)n1C	-7%	1%	-2%	-12%	-1%	4%	3%	-4%	2%	4%
CC1(C)CC(=O)/C(=C(/O)Cc2ccccc2)C(=NCCc2ccccc2)C1	-6%	-1%	4%	-16%	-8%	-8%	3%	20%	6%	-1%
CC(C)c1cccc(C(C)C)c1NC(=O)CNCC(O)c1ccccc1 (stereo unspecified)	-5%	1%	2%	5%	-2%	-5%	6%	15%	-6%	1%
COc1ccc(CNC(=O)c2ccc(NS(=O)(=O)c3c(C)noc3C)cc2)cc1	-6%	5%	2%	-9%	-1%	-16%	-5%	15%	3%	2%
Cc1cccc(NC(=O)/C(C#N)=C/c2cn(CC(=O)NCc3ccco3)c3ccccc23)c1C	·	?	-12%	-2%	-6%	-57%	?	-24%	-8%	0%
Cn1cc(Cl)c(C(=O)Nc2nc3ccc(Cl)cc3s2)n1	9%	?	1.4µM*	?	2.8µM*	13µM*	17%	?	0%	3.4µM*
N/C(CN1CCSCC1)=N\OCc1c(F)cccc1Cl	-11%	0%	-3%	3%	-2%	12%	9%	0%	8%	-4%
CCCCN(C(=O)c1ccc(N2CCCC2=O)cc1)c1c(N)n(Cc2ccccc2)c(=O)[nH]c1=O	·	10%	-1%	1%	-6%	2%	·	·	-1%	0%
COc1ccc(OC)c(C2=NOC(C(=O)Nc3cccc(C(C)=O)c3)C2)c1 (stereo unspecified)	5%	-2%	-5%	3%	2%	1%	3%	12%	·	2%
Cc1ccc(COC(=O)c2ccc3c(c2)C(=O)N(CCCN2CCOCC2)C3=O)cc1	?	-3%	-2%	3%	2%	-14%	-1%	18%	?	-12%
Cn1c(N)c(C(=O)COC(=O)/C=C/c2ccccc2Cl)c(=O)n(C)c1=O	·	13%	25%	?	14%	51%	·	·	3%	·
CCOC(=O)NC(=O)/C(C#N)=N\Nc1cccc(Cl)c1	4%	-11%	-3%	2%	-3%	-12%	-19%	27%	2%	1%
CCc1ccc(NC(=O)c2cc3c(C)nc4ccccc4c3o2)cc1	-1%	-15%	1%	-6%	-3%	-84%[inhibitor]	-1%	33%	-3%	-6%
O=C(CNC(=O)c1ccc(Br)o1)NC12CC3CC(CC(C3)C1)C2	-6%	11%	5%	21%	-4%	25%	27%	36%	9%	-1%
COc1ccc(S(=O)(=O)NCC(c2ccco2)N2CCc3ccccc32)cc1 (stereo unspecified)	·	-2%	-1%	-5%	-5%	-31%	·	·	0%	2%
O=C1c2cccc(O)c2C(=O)c2c(O)cccc21	?	-2%	2%	-5%	-3%	·	-12%&-3%&-4%	?	·	-1%
COc1cccc(NC(=O)C2CCN(S(=O)(=O)c3ccc4c(c3)N(C(C)=O)CCO4)CC2)c1	-2%	-6%	2%	-8%	-2%	-17%	6%	28%	1%	2%

Part of the list above, showing only NPC1 prom act, BRCA1 expr up and Rab9 prom act.
SMILES | NPC1 prom act | BRCA1 expr up | Rab9 prom act
CC(Sc1nc2cc(Cl)ccc2s1)C(=O)Nc1cccc(S(=O)(=O)N2CCOCC2)c1 (stereo unspecified) | 6% | -14% | 12%
CCc1ccc(NC(=O)c2cc3c(C)nc4ccccc4c3o2)cc1 | -3% | -84%[inhibitor] | 1%
CCCCN(C(=O)c1ccc(N2CCCC2=O)cc1)c1c(N)n(Cc2ccccc2)c(=O)[nH]c1=O | -6% | 2% | -1%

(continued)
SMILES	MBNL1 CUG block	ELG1 genotox	Rab9 prom act	p53 reactivation	NPC1 prom act	BRCA1 expr up	VP16 counter	RORgamma inh	uPA surface inh	FLuc counter
Cc1ccc(C)c(NC(=O)CCc2nnc3ccc(N4CCCCC4)nn23)c1	100%[activator]	-3%	0%	-9%	1%	-15%	-2%	-11%	-16%	-1%
CN1C(=O)NC(NS(=O)(=O)c2ccc(N)cc2)(C(F)(F)F)C1=O (stereo unspecified)	-8%	-7%	-3%	3%	-1%	2%	-3%	9%	1%	0%
Cc1ccc(S(=O)(=O)C(C#N)=C2N(C)c3ccccc3N2C)cc1	1%	1%	3%	-1%	0%	-15%	25%	-4%	0%	-1%
CCO[C@H]1OC(C(=O)NC2CC2)=C[C@@H](C2CC2)[C@@H]1CCCO	-10%	0%	20%	0%	-2%	17%	-3%	2%	1%	0%
CC(C)NC(=O)CN1CCN(Cc2nc(-c3cccs3)no2)CC1	-6%	3%	-9%	0%	-5%	-3%	-2%	6%	0%	-1%
COC(=O)c1ccc(CSc2nc3c(c(=O)n2-c2ccc(C)cc2)SCC3)o1	11%	14%	3%	-5%	-2%	-3%	-7%	-1%	-5%	4%
CCOC(=O)C1=CCN(Cc2ccccc2)CC1	11%	-4%	9%	16%	1%	18%	-12%	-10%	3%	-1%
CC12OC1C1(O)CCCC1=CC2=O (stereo unspecified)	0%	-2%	0%	25%	0%	·	-5%	1%	·	4%
O=C(NCc1ccc(Cl)cc1)C1CCCCN1S(=O)(=O)c1ccccc1 (stereo unspecified)	6%	-6%	-2%	-3%	0%	-16%	12%	-15%	·	1%
CCc1cc(C(=O)OC)c(NC(=O)CC2SC(N)=NC2=O)s1 (stereo unspecified)	25%	4%	-5%	2%	0%	0%	-9%	27%	1%	?
Fc1ccc(OCc2cc(-c3ccccc3)no2)cc1	-1%	21µM*	3.2µM*	20%	2.8µM*	?	-4%	-3%	1%	5.4µM*
C(#Cc1ccccc1)C[N+]1(CC#Cc2ccccc2)CCCCC1	-3%	-10%	-1%	-7%	-3%	-65%	6%	30%	-11%	-4%
CCn1nc(NS(=O)(=O)c2ccc([N+](=O)[O-])cc2)c2cc3cc(C)ccc3nc21	?	5%	11%	1%	-2%	0%	0%	39%	-6%	11µM*
Cc1cnc(NC(=O)CSc2nnc(Cc3ccccc3)o2)s1	3%	4%	-2%	-7%	1%	8%	4%	10µM*	·	-1%
Cc1[nH]c2ccccc2c1C(=O)COC(=O)CCS(=O)(=O)c1ccccc1Cl	·	2%	-2%	-9%	8%	47%	-11%	-25%	-5%	-13%
Cc1csc2nc(CCNS(=O)(=O)c3ccc4c(c3)OCCO4)cn12	5%	0%	1%	-6%	1%	-13%	-2%	12%	7%	-2%
C/C=C/C=N/Nc1nc(C)cc(=O)[nH]1	-1%	0%	11%	8%	-8%	-10%	3%	-14%	5%	-1%
CCCCCCn1c(Br)nc2c1c(=O)n(C)c(=O)n2C	2%	-1%	-1%	4%	-1%	-20%	-4%	43%	-5%	-1%
O=C(CCN=C1NS(=O)(=O)c2ccccc21)Nc1ccc(Cl)cc1F	·	-1%	0%	3%	-1%	14%	·	·	2%	·

Full records, looked up by structure. Screens in order: MBNL1 CUG block	ELG1 genotox	Rab9 prom act	p53 reactivation	NPC1 prom act	BRCA1 expr up	VP16 counter	RORgamma inh	uPA surface inh	FLuc counter
Profile of CCO[C@H]1OC(C(=O)NC2CC2)=C[C@@H](C2CC2)[C@@H]1CCCO → -10%	0%	20%	0%	-2%	17%	-3%	2%	1%	0%
Profile of CC12OC1C1(O)CCCC1=CC2=O (stereo unspecified) → 0%	-2%	0%	25%	0%	·	-5%	1%	·	4%

Look-ups from the entries so far.
FLuc counter with CC(=O)NC(Cc1c[nH]c2ccccc12)C(=O)O (stereo unspecified) → 5%
p53 reactivation with O=C1c2cccc(O)c2C(=O)c2c(O)cccc21 → -5%
MBNL1 CUG block with COc1ccc(CNC(=O)c2ccc(NS(=O)(=O)c3c(C)noc3C)cc2)cc1 → -6%
